Compound activity from PubChem.
Lipid storage S3: qHTS Assay for Lipid Storage Modulators in Drosophila S3 Cells. Drosophila S3 cells, BODIPY lipid droplet fluorescence, 18-24 h; cells fed with added oleic acid. 0.64% of 320,000 active. lipid storage change, negative = inhibition, % at the top dose, mostly 46.1 µM; hits show Potency in µM; active = well fitted inhibition curve with a large enough effect in the signal ratio, with a control signal flat, not every such curve was filed as active; inconclusive = small, poorly fitted or top-dose-only effect, or effect the other way, or a change in a side signal; the % refers to the signal ratio
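Drosophila S3 cells loaded with oleic acid (400 uM, as added) and compounds at several concentrations; lipid droplets imaged by 488-nm laser-scanning cytometry, 500–530 nm intensity and object ratio to cell channel. Percent activity normalized to 20 uM Triacsin C.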
Lipid storage S3 cell count max: second read-out of Lipid storage S3, no call of its own (marks repeat the call); cell number change, %; measured here: cell count max response;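 cells counted by Cell Tracker Red CMTPX staining in the red channel; peak over a dose series mostly up to 46.1 µM; percent activity relative to internal control wells on each plate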
Active calls of the source: *; i = inactive; ? = inconclusive; / = not tested or not shown. % is set by controls: 0 for no effect and ±100 for the full control effect; potency is the fitted concentration of half-maximal effect. Some of the compounds tested, so the mix of outcomes need not match the whole.

Each structure is followed by: Lipid storage S3, Lipid storage S3 cell count max
1. COc1cccc(/C=N\NC(=O)c2sc(N)nc2C)c1OC
→ ?, /
2. NNC(=O)CS(=O)(=O)c1ccc(Cl)cc1
→ 15%, -6
3. O=C(CSc1nnc(-c2c[nH]c3ccccc23)o1)c1ccccc1
→ 13%, 6
4. CC(C)(C)OC(=O)N[C@@H](Cc1ccccc1)C(=O)N1CCC(C(=O)N[C@@H](CCC(N)=O)C(=O)O)CC1
→ ?, /
5. Cc1cccc(NS(=O)(=O)c2ccc(C(=O)N3CC(C)OC(C)C3)cc2)c1C (centres undefined)
→ ?, /
6. O=C(CCCn1c(=O)oc2ccccc21)Nc1cccnc1
→ 16%, 2
7. CS(=O)(=O)Oc1ccc2c(c1)O/C(=C\c1cccc([N+](=O)[O-])c1)C2=O
→ ?, /
8. COc1cccc(C2=CC(=O)C[C@H](c3ccc(Cl)cc3)C2)c1
→ ?, /
9. [O-][n+]1onc2c1CCc1nnccc1-2
→ 18%, 6
10. O=C(O)CCn1c(=O)n(CCC(=O)O)c(=O)n(CCC(=O)O)c1=O
→ ?, /
11. COc1ccccc1C1=Nn2c(COc3ccccc3)nnc2SC1
→ 8%, 24
12. CC1(NC(=O)Nc2cc([N+](=O)[O-])ccc2O)CCS(=O)(=O)C1 (centres undefined)
→ ?, /
13. COC(=O)c1oc2ccc(Br)cc2c1NC(=O)c1ccccc1
→ ?, /
14. COc1ccc(OC)c(C=Nc2ccccc2-c2nc3ccccc3[nH]2)c1
→ -5%, 3
15. CCc1ccc(-c2cc(C)no2)cc1S(=O)(=O)N1CCOc2ccc(C)cc21
→ ?, /
16. O=[N+]([O-])c1ccc(Oc2ccc(F)cc2Br)c2ccncc12
→ -2%, 7
17. CC(C)OC(=O)CSc1nc2cccnc2n1-c1ccc(F)cc1
→ ?, /
18. Cc1c(CC(=O)NCCCC(=O)O)c(=O)oc2cc3occ(-c4ccccc4)c3cc12
→ i, 5
19. COc1ccc(N(CC(=O)NCCSCc2cccc(Cl)c2)S(C)(=O)=O)cc1Cl
→ ?, /
20. COc1cc(NC(=O)COC(=O)/C=C/c2c(C)nn(-c3ccc(F)cc3)c2Cl)cc(OC)c1
→ i, -14
21. COc1ccc2c(c1)C(=O)N(c1ccccc1C)C(=O)C2(C)C
→ ?, /
22. COc1ccc(OCC(=O)OCCNC(=O)c2cccnc2)cc1
→ 1%, -1
23. Cc1ccc(-n2ncc(C(=O)NCC3CCN(C4CCCC4)C3)c2C2CCN(C(=O)OC(C)(C)C)CC2)cc1 (centres undefined)
→ -6%, -10
24. Oc1c(Br)cc(Br)cc1CNc1cccc2cccnc12
→ ?, /
25. CCCC1(C(=O)OCC)NC(c2ccc(N(C)C)cc2)C2C(=O)N(c3ccc4c(c3)OCCO4)C(=O)C21 (centres undefined)
→ -5%, 7
26. C=C1CCN([C@@H](C)C(=O)NCc2ccc(Cl)cc2)S(=O)(=O)c2ccccc21
→ 10%, 1
27. CCC(C)NC(=O)CCCCCn1c(=O)[nH]c2cc(OC)c(OC)cc2c1=O (centres undefined)
→ ?, /
28. C=CCOC(=O)C1=C(C)NC(=O)NC1c1ccc(Cl)cc1 (centres undefined)
→ ?, /
29. COc1ccc(CC(NC(C)=O)C(=O)NC2CCN(S(=O)(=O)c3ccc(NC(C)=O)cc3)CC2)cc1OC (centres undefined)
→ 0%, 14
30. Cc1ccc(/C=N/NC(=O)CSc2ccccn2)o1
→ 2%, 8
31. COc1ccc(C(=O)NCCn2ccc3ccccc32)cc1
→ i, /
32. OCCC1CN(Cc2ccon2)CCN1Cc1ccccc1 (centres undefined)
→ ?, /
33. Cc1ccc2nc(NC(=O)c3ccc(OCC4CCCO4)cc3)sc2c1 (centres undefined)
→ 10%, 8
34. CCCCN(CCCC)C(=O)C[n+]1cccc(/C=N/O)c1
→ ?, /
35. CC(=O)Nc1ccc(N2CCCC2)cc1
→ ?, /
36. Cc1c(NC(=O)CN2c3ccccc3CC2C)c(=O)n(-c2ccccc2)n1C (centres undefined)
→ ?, /
37. O=C1CCC(=O)N1CCSC(=S)N1CCSCC1
→ ?, /
38. N/C(=N\OCc1ccc([N+](=O)[O-])cc1)c1ccncc1
→ ?, /
39. OC(COC(c1ccc(F)cc1)c1ccc(F)cc1)CN1CCCC(C(F)(F)F)C1 (centres undefined)
→ i, 7
40. Cc1ccc(NC(=O)c2ccc(OC(F)F)cc2)cc1S(=O)(=O)N(C)C
→ ?, /
41. CCN1C(=O)[C@@H]2[C@@H](c3ccc(-c4ccc(OC)cc4)c(OC)c3)N3CCCC[C@@]3(C(=O)OC)[C@@H]2C1=O
→ 9.2µM*, 25*
42. COc1ccccc1C(=O)Nc1ccc2c(c1)nc(CCNC(=O)c1ccco1)n2C
→ ?, /
43. Clc1ccccc1CSc1snnc1-c1ccccc1
→ -8%, /
44. COc1ccc(Cc2nnc(SCC(=O)c3cccc([N+](=O)[O-])c3)n2C)cc1
→ ?, /
45. Cn1c2ccccc2c2cc(C(=O)N3CCN(CCO)CC3)sc21
→ ?, /

Some of the entries so far, bar-delimited:
item | smiles | Lipid storage S3 | Lipid storage S3 cell count max
31 | COc1ccc(C(=O)NCCn2ccc3ccccc32)cc1 | i | /
34 | CCCCN(CCCC)C(=O)C[n+]1cccc(/C=N/O)c1 | ? | /
35 | CC(=O)Nc1ccc(N2CCCC2)cc1 | ? | /

Going on with the list.
Each structure is followed by: Lipid storage S3, Lipid storage S3 cell count max
46. O=C(Cc1c[nH]c2ccccc12)OCCOC(=O)Cc1c[nH]c2ccccc12
→ ?, /
47. CCCCn1c(/C=C/c2ccco2)nc2ccccc21
→ ?, /
48. Cc1nc(SCc2ccc(F)cc2)c2oc3ccccc3c2n1
→ 1%, /
49. COc1cc(NC(=O)CN2CCCCC2)c(C)cc1[N+](=O)[O-]
→ -13%, -3
50. Cc1ccc(N2CC(C(=O)OCC(=O)c3c(N)n(CC(C)C)c(=O)n(C)c3=O)CC2=O)cc1 (centres undefined)
→ i, -9
51. COc1ccc(Cl)cc1NC(=O)C(C)OC(=O)Cn1cc(C(F)(F)F)ccc1=O (centres undefined)
→ ?, /
52. C=CCN(CC=C)C(=O)C(=O)c1cc(C)n(-c2ccc([N+](=O)[O-])cc2)c1C
→ 12%, /
53. CC(C)N(C(=O)CSc1nnc(CN2CCCCCC2=O)n1-c1ccccn1)C(C)C
→ i, 22
54. Cc1ccnc(NC(=O)c2cccc(NC(=O)CC3SC(N4CCCCC4)=NC3=O)c2)c1 (centres undefined)
→ ?, /
55. COc1ccc(NC(=O)CN2CCN(c3ccccc3)CC2)cc1
→ -10%, -4
56. CCCOc1ccc(NC2=CC(=O)CC(C)(C)C2)cc1
→ ?, /
57. N#CC1=C(N)N(c2ccccc2)C(c2ccco2)C1(C#N)C#N (centres undefined)
→ ?, /
58. COc1ccc(S(=O)(=O)N2CCC(C(=O)NCCC(=O)NCc3ccncc3)CC2)cc1
→ i, /
59. Cc1cc(C)n2nc(C(=O)N/N=C/c3cccs3)nc2n1
→ ?, /
60. COc1cccc(NC(=O)C2CSC3(C)CCC(=O)N23)c1 (centres undefined)
→ ?, /

Screen by screen, quoted from above:
Lipid storage S3 for entries 47 to 53, in order: ?, 1%, -13%, i, ?, 12%, i

Later entries.
Each structure is followed by: Lipid storage S3, Lipid storage S3 cell count max
61. Cc1ccc(N2C(=S)NC3c4cc(Cl)ccc4OC2(C)C3C(=O)N(C)C)cc1 (centres undefined)
→ ?, /
62. CCN(CC)S(=O)(=O)c1ccc(C(=O)OCC(=O)N2CCN(C(=O)c3ccco3)CC2)cc1
→ ?, /
63. CCC1CCCN1Cn1cnc2c([nH]c3ccc(C)cc32)c1=O (centres undefined)
→ -1%, 21
64. CC1(C)C(=O)Nc2ccccc2N1C(=O)COC(=O)C12CC3CC(CC(O)(C3)C1)C2
→ ?, /
65. COc1ccc(Nc2nc(N)c([N+](=O)[O-])c(N3CCCC3)n2)cc1
→ ?, /
66. O=C(Nc1sc2c(c1C(=O)O)CCC2)C(=O)N1CCOCC1
→ i, 2
67. Clc1ccc(-n2cccc2/C=N/n2cnnc2)cc1
→ ?, /
68. CCCCc1ccc(NC(=S)N2CCN(c3ccccn3)CC2)cc1
→ -14%, -10
69. O=C(Nc1c[nH]c(=O)[nH]c1=O)c1cccc(F)c1
→ i, /
70. CCN1C(=O)C(CC(=O)Nc2ccc(F)cc2)N(CCc2ccc(OC)cc2)C1=S (centres undefined)
→ ?, /
71. O=C(CCC(=O)N(CC(=O)NC1CCCC1)Cc1ccccc1Cl)Nc1nccs1
→ ?, /
72. Cc1[nH]oc(=O)c1N=Nc1c(Cl)cccc1Cl
→ ?, /
73. CC1=C(C(=O)NCc2ccccc2)C(c2cccnc2)n2ncnc2N1 (centres undefined)
→ 15%, -11
74. COc1ccc(N2CCN(c3nc4c(c(=O)n(C)c(=O)n4C)n3Cc3ccccc3)CC2)cc1
→ 114%, -19
75. Cc1ccc2c(CN3CC(C)CC(C)C3)cc(=O)oc2c1 (centres undefined)
→ 1.2µM*, 4.5*
76. O=C1CC(NCc2ccc(F)cc2)C(=O)N1c1ccccc1 (centres undefined)
→ ?, /
77. COc1cc2c(cc1OC)CN(C(=O)C1CCCN1S(=O)(=O)c1ccc(C)cc1)CC2 (centres undefined)
→ -28%, 5
78. O=C(N=C1SC2CS(=O)(=O)CC2N1c1ccccc1)c1cccc([N+](=O)[O-])c1 (centres undefined)
→ -15%, /
79. COc1ccccc1CN1CC(C(=O)NCCCc2ccc(F)cc2)CCC1=O (centres undefined)
→ ?, /
80. COCCn1c(=O)[nH]c2cc(C(=O)OC)ccc2c1=O
→ ?, /
81. Cn1c(C(=O)N2COCC2(C)C)cc2c(=O)n3ccccc3nc21
→ 0%, /
82. O=C1CCCc2nc(N3CCCCC3)sc21
→ ?, /
83. N#C/C(=C/C=C/c1ccccc1)C(=O)Nc1ccccc1
→ ?, /
84. CCCCn1c(N)c(N(CCOC)C(=O)COc2c(C)cccc2C)c(=O)[nH]c1=O
→ 13%, 27
85. Cc1ccc(C)c(C(=O)COc2ccc(C)nc2[N+](=O)[O-])c1
→ ?, /
86. CC1(C)Oc2ccc(C(=O)NC3CCCC3)cc2N(CC(=O)NC2CCCCC2)C1=O
→ i, 30
87. Cc1cc(C)cc(N(CC(=O)NCc2ccco2)C(=O)CCC(=O)Nc2ccccn2)c1
→ ?, /
88. Cc1ccc(F)cc1NC(=O)CSc1nnc(CNC(=O)c2ccco2)n1C
→ i, /
89. Cc1cc(O)c(-c2cc(C(=O)Nc3ccc(S(=O)(=O)N4CCOCC4)cc3)[nH]n2)cc1C
→ ?, /
90. CCc1ccc(N(C(=O)c2csnn2)C(C(=O)NC2CCCCC2)c2cccnc2)cc1 (centres undefined)
→ ?, /
91. COc1ccccc1CC(=O)Nc1ccc(-c2nnc(-c3ccco3)o2)cc1
→ ?, /
92. CCOc1c(Cl)cc(CNCC(C)C)cc1OC
→ ?, /
93. C=CCN(C(=O)Cn1nc(C)n2c(cc3cc(C)ccc32)c1=O)c1ccccc1
→ i, 4
94. COc1ccc(/C=N/NC(=O)c2cccnc2)c(C(=O)O)c1OC
→ 13%, -2
95. O=C(/C=C/Nc1ccc(F)cc1)c1ccco1
→ 24%, 6
96. Cc1nnc(SCC(=O)N2c3ccccc3CC2C)[nH]c1=O (centres undefined)
→ ?, /
97. COC(=O)c1ccc(NC(=O)CN(C2CCCCC2)S(C)(=O)=O)cc1
→ ?, /
98. O=C(Nc1ccc(Br)cc1)c1cccc(NC(=O)C2C3CC4OC(=O)C2C4C3)c1 (centres undefined)
→ ?, /
99. C/C=C(\C)C(=O)OC1c2c(ccc3ccc(=O)oc23)OC(C)(C)C1OC(C)=O (centres undefined)
→ ?, /
100. Cc1nc(-c2ccccc2)sc1-c1nc(-c2cccs2)ncc1S(=O)(=O)c1ccccc1
→ ?, /
101. c1ccc(Cn2nnc3c(NCC4CCCO4)nc(C4CC4)nc32)cc1 (centres undefined)
→ ?, /
102. O=C(c1cc2nc(-c3ccccc3)cc(C(F)(F)F)n2n1)N1CCOCC1
→ ?, /
103. CCCCC(=O)Nc1ccc(Cl)cn1
→ ?, /
104. CC(NC(=O)c1ccco1)C(=O)O (centres undefined)
→ ?, /
105. COc1ccc(Nc2nc(C(=O)N3CCc4ccccc4C3)cs2)cc1
→ ?, /

The final 7 records of the part above open the next one:
Each structure is followed by: Lipid storage S3, Lipid storage S3 cell count max
99. C/C=C(\C)C(=O)OC1c2c(ccc3ccc(=O)oc23)OC(C)(C)C1OC(C)=O (centres undefined)
→ ?, /
100. Cc1nc(-c2ccccc2)sc1-c1nc(-c2cccs2)ncc1S(=O)(=O)c1ccccc1
→ ?, /
101. c1ccc(Cn2nnc3c(NCC4CCCO4)nc(C4CC4)nc32)cc1 (centres undefined)
→ ?, /
102. O=C(c1cc2nc(-c3ccccc3)cc(C(F)(F)F)n2n1)N1CCOCC1
→ ?, /
103. CCCCC(=O)Nc1ccc(Cl)cn1
→ ?, /
104. CC(NC(=O)c1ccco1)C(=O)O (centres undefined)
→ ?, /
105. COc1ccc(Nc2nc(C(=O)N3CCc4ccccc4C3)cs2)cc1
→ ?, /
106. COc1ccc(-c2cc(=O)[nH]c(=S)[nH]2)cc1
→ 4%, 10
107. CCCn1c(=O)c(C(=O)c2ccccc2)nc2ccccc21
→ -10%, /
108. Cc1nnc(NC(=O)CSc2nnc(Cc3cccn3C)n2-c2cccc(C)c2C)s1
→ ?, /
109. CCOc1ccccc1-c1nc(-c2ccc(NC(=O)c3ccc(Br)o3)cc2)no1
→ ?, /
110. COc1cc(NC(=O)CN2CCN(S(=O)(=O)c3ccc(C(C)C)cc3)CC2)cc(OC)c1
→ i, -3
111. Cc1ccc(NC(=S)NC(=O)C2CCC2)cc1C
→ ?, /
112. C/C(=N\NC(=O)c1cccnc1)c1ccc(C)c([N+](=O)[O-])c1
→ 5%, -8
113. O=C(O)CN1C(=O)COc2cc(S(=O)(=O)N3CCCC3)ccc21
→ -6%, 0
